IDH1 R132H inh: blocks human IDH1 R132H reductase activity; O75874; diaphorase/resazurin fluorescence, 60 min; inhibition, % at 10 µM; 70,000 tested, 0.18% active; in the data active means inhibition above about 34%;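 further: 0% = DMSO and 100% = no enzyme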
EZH2 inh: inhibitors of human EZH2/PRC2 methyltransferase | Q15910 | PRC2 H3K27 methylation, DELFIA TRF, 1 h | inhibition, % at 12.5 µM | 57,000 tested, 0.35% active | AID 651548;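 active means mean inhibition of replicates at least 50% and every single replicate also reaching 50%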;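 further: dimethyl H3K27 on biotinylated H3 21-44 peptide detected by antibody; plate controls were median neutral control wells for no effect and median positive control wells for full effect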
Target sequence (Q15910 whole entry, looked up): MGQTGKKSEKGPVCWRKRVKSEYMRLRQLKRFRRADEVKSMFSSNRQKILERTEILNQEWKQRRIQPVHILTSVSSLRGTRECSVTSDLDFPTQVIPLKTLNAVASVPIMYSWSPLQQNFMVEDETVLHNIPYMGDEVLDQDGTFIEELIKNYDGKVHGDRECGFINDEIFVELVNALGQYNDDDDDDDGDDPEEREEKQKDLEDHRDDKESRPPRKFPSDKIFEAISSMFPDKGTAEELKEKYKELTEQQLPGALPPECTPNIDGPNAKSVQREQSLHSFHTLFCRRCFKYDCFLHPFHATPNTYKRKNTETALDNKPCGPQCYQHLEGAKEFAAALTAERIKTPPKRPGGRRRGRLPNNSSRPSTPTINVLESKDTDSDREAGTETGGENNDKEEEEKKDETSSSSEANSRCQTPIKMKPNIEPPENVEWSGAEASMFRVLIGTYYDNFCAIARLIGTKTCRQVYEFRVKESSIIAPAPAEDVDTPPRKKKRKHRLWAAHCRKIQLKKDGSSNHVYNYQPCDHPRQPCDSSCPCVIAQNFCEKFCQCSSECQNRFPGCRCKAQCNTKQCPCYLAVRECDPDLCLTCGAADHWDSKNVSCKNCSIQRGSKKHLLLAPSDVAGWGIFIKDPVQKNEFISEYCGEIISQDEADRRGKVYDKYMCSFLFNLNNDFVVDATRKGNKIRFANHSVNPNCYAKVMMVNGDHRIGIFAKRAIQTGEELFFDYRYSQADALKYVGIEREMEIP
* hit, by the source's call; nt = not tested or not shown. Only part of the results is shown; count on the stated rates, not on these rows.

SMILES	IDH1 R132H inh	EZH2 inh
COc1ccc([N+](=O)[O-])cc1NC(=O)CN(c1ccc(Cl)c(Cl)c1)S(C)(=O)=O	-0.4	-4
CC(=O)N(C)C[C@H]1Oc2cc(-c3ccccc3C)ccc2S(=O)(=O)N([C@@H](C)CO)C[C@@H]1C	0.8	-10
CO[C@@H]1CN(C)C(=O)c2cc(NS(C)(=O)=O)ccc2OC[C@H](C)N(C(=O)C2CCC2)C[C@@H]1C	0.0	-3
COc1ccccc1NC(=O)c1c(NC(=O)c2cccnc2)sc(C)c1C	-0.1	6
C[C@@H]1CCCCO[C@@H](CN(C)C(=O)Nc2ccccc2)[C@H](C)CN([C@H](C)CO)C(=O)c2cc(NC(=O)NC3CCCCC3)ccc2O1	-3.4	nt
CCCC#Cc1ccc2c(c1)O[C@H](CN(C)Cc1ccccn1)[C@H](C)CN([C@@H](C)CO)S2(=O)=O	-3.2	-7
CCO[C@H]1OC(C(=O)N2CCN(C)CC2)=C[C@@H](c2ccc(Br)cc2)[C@@H]1CCCO	nt	3
COCC#Cc1cnc2c(c1)C(=O)N([C@@H](C)CO)C[C@H](C)[C@H](CN(C)C(=O)Nc1ccccc1OC)O2	-1.8	-13
COc1ccc(NC(=O)c2ccccc2NC(=O)COc2ccc(Cl)cc2)cc1	0.1	-17
CO[C@@H]1CN(C)C(=O)c2cc(NC(=O)c3cc(C)on3)ccc2OC[C@H](C)NC[C@@H]1C	-0.1	0
Cc1onc(-c2ccccc2)c1C(=O)NCCCn1ccnc1	9.1	1
Cc1noc(C)c1NC(=O)Nc1ccc2c(c1)C(=O)N([C@@H](C)CO)C[C@H](C)[C@@H](CN(C)C)O2	0.6	nt
CO[C@@H]1CN(C)C(=O)c2ccc(NC(C)=O)cc2OC[C@@H](C)N(Cc2cc(F)ccc2F)C[C@@H]1C	-0.1	-7
C[C@@H]1CN([C@H](C)CO)C(=O)CCCn2nncc2CO[C@@H]1CN(C)C(=O)c1ccc(N2CCN(C)CC2)cc1	0.5	5
CCCC(=O)Nc1ccc2c(c1)OC[C@@H](C)N(CCc1ccccc1)C[C@@H](C)[C@@H](OC)CN(C)C2=O	0.3	-3
C[C@@H]1CN([C@@H](C)CO)C(=O)c2cc(/C=C/c3ccccc3)cnc2O[C@@H]1CN(C)C(=O)c1cccc(F)c1	-4.5	-10
CCCC#Cc1ccc2c(c1)O[C@H](CN(C)S(=O)(=O)c1cccc(F)c1)[C@@H](C)CN([C@@H](C)CO)S2(=O)=O	-2.3	3
Cc1ccc(-c2cc(C(F)(F)F)n3ncc(C(=O)NCc4ccco4)c3n2)cc1	0.9	1
C[C@H]1CN([C@@H](C)CO)C(=O)Cc2cc(NC(=O)Nc3ccc4c(c3)OCO4)ccc2O[C@@H]1CN(C)S(=O)(=O)c1ccccc1	-1.6	nt
O=C(NCCCN1CCOCC1)c1cnn2c(C(F)(F)F)cc(-c3ccccc3)nc12	0.4	-9
Cn1c2ccccc2c2nnc(SCc3ccc4nonc4c3)nc21	0.2	12
Cc1noc(C)c1NC(=O)Nc1ccc2c(c1)CC(=O)N([C@H](C)CO)C[C@@H](C)[C@@H](CN(C)S(C)(=O)=O)O2	1.9	nt
C[C@@H]1CCCCO[C@H](CN(C)C)[C@@H](C)CN([C@H](C)CO)C(=O)c2cc(NC(=O)Cc3ccccc3)ccc2O1	1.7	7
CCS(=O)(=O)Nc1ccc2c(c1)C(=O)N(C)C[C@@H](OC)[C@@H](C)CN(Cc1nccs1)[C@H](C)CO2	-0.2	2
CO[C@H]1CN(C)C(=O)c2cc(NC(=O)Nc3c(C)noc3C)ccc2OC[C@H](C)NC[C@@H]1C	0.1	-1
Next part:
SMILES	IDH1 R132H inh	EZH2 inh
NCC(O)(CS(=O)(=O)O)c1ccc(Cl)cc1 (stereo not drawn)	-0.1	nt
C[C@@H]1CN([C@@H](C)CO)C(=O)c2cc(NS(=O)(=O)c3cccs3)ccc2O[C@@H]1CN(C)Cc1ccc(Cl)c(Cl)c1	-0.2	-2
Cc1ccccc1NC(=O)C(=O)NCc1cccnc1	-0.3	-2
C[C@H]1CN([C@@H](C)CO)S(=O)(=O)c2ccc(C#CC3CCCC3)cc2O[C@@H]1CN(C)C(=O)c1cccc(F)c1	nt	15
C[C@@H]1CN([C@H](C)CO)C(=O)Cc2cc(NC(=O)NC3CCCCC3)ccc2O[C@@H]1CN(C)S(=O)(=O)c1cccs1	1.1	nt
CCCN(C)C[C@@H]1Oc2cc(C#CC3CCCC3)ccc2S(=O)(=O)N([C@H](C)CO)C[C@@H]1C	-1.6	nt
CO[C@@H]1CN(C)C(=O)c2ccc(NS(=O)(=O)c3cn(C)cn3)cc2OC[C@@H](C)N(CC2CC2)C[C@H]1C	-0.2	4
CC(C)C#Cc1ccc2c(c1)O[C@H](CN(C)C(=O)c1cccnc1)[C@H](C)CN([C@@H](C)CO)S2(=O)=O	-0.4	10
O=C(O)C[C@@H]1C[C@H]2c3cc(NC(=O)c4ccc5c(c4)OCO5)ccc3O[C@H]2[C@@H](CO)O1	0.3	7
Cc1noc(C)c1NC(=O)Nc1ccc2c(c1)C(=O)N([C@H](C)CO)C[C@@H](C)[C@H](CN(C)C(=O)Nc1ccc(C(F)(F)F)cc1)OCCCC[C@H](C)O2	0.9	nt
S=C(Nc1cccc(Cl)c1)Nc1cc(-c2ccc(Cl)cc2)[nH]n1	3.6	8
C[C@H](CO)N1C[C@H](C)[C@@H](CN(C)C(=O)Cc2ccncc2)Oc2ncc(C3=CCCCC3)cc2C1=O	nt	3
C[C@H](CO)N1C[C@H](C)[C@@H](CN(C)C(=O)NC2CCCCC2)Oc2c(NC(=O)c3ccncc3)cccc2C1=O	1.0	11
C[C@@H]1CN([C@H](C)CO)C(=O)CCCn2cc(nn2)CO[C@H]1CN(C)C(=O)Nc1ccccc1F	-0.1	0
C[C@@H]1CN([C@H](C)CO)C(=O)c2cccc(NC(=O)Nc3ccc(C(F)(F)F)cc3)c2O[C@@H]1CN(C)Cc1ccc(-c2ccccc2)cc1	-0.1	nt
C[C@@H]1CN([C@H](C)CO)C(=O)Cc2cc(NS(C)(=O)=O)ccc2O[C@H]1CN(C)S(=O)(=O)c1ccccc1	0.7	nt
C[C@H](CO)N1C[C@H](C)[C@@H](CN(C)Cc2ccc(C(F)(F)F)cc2)Oc2ccc(NC(=O)Cc3ccccc3)cc2C1=O	-1.2	0
C[C@H](CO)N1C[C@H](C)[C@@H](CN(C)S(=O)(=O)c2cccs2)Oc2ccc(NC(=O)c3ccncc3)cc2CC1=O	-1.6	nt
C[C@H]1CN([C@@H](C)CO)C(=O)c2cc(NC(=O)Cc3cn(C)c4ccccc34)ccc2O[C@H]1CN(C)C(=O)Nc1cccc2ccccc12	-4.4	nt
O=C(C[C@@H]1CC[C@H](NC(=O)Nc2cc(F)ccc2F)[C@H](CO)O1)NCc1ccc2c(c1)OCO2	0.0	-9
COCC(=O)N1C[C@H](C)[C@H](OC)CN(C)C(=O)c2ccc(NC(=O)c3ccccc3)cc2OC[C@H]1C	-0.3	-7
COc1ccc(NC(=O)N(C)C[C@@H]2Oc3ccc(NS(=O)(=O)c4ccc(OC)cc4)cc3CC(=O)N([C@@H](C)CO)C[C@H]2C)cc1	-0.2	nt
Cc1ccc(S(=O)(=O)N(C)C[C@H]2Oc3ncc(-c4ccccc4)cc3C(=O)N([C@H](C)CO)C[C@H]2C)cc1	0.3	-22
O=C(CC1(O)C(=O)N(C/C=C/c2ccccc2)c2ccccc21)c1ccccn1 (stereo not drawn)	0.0	-2
C[C@@H]1CN([C@@H](C)CO)C(=O)c2cc(-c3ccc(F)cc3)cnc2O[C@@H]1CN(C)CC1CC1	-0.1	-17
The list continues:
SMILES	IDH1 R132H inh	EZH2 inh
CCCC(=O)Nc1ccc2c(c1)C(=O)N(C)C[C@H](OC)[C@@H](C)CN(C(C)=O)[C@@H](C)CO2	0.2	3
COc1ccc(Cl)cc1NC(=O)CSc1nnc(-c2ccccc2F)n1C	0.1	6
O=C(C[C@H]1C[C@H]2c3cc(NC(=O)c4cccnc4)ccc3O[C@H]2[C@@H](CO)O1)NCc1ccccc1F	1.4	2
Cc1ccc(S(=O)(=O)NC(C)C(=O)Nc2ccccc2F)cc1 (stereo not drawn)	0.5	-14
C[C@@H]1CN([C@@H](C)CO)C(=O)c2cc(NS(=O)(=O)c3ccc(Cl)cc3)ccc2O[C@@H](C)CCCCO[C@@H]1CN(C)C(=O)c1ccccc1	0.5	nt
Cc1noc(C)c1S(=O)(=O)N(C)C[C@@H]1OCCCC[C@H](C)Oc2ccc(NC(=O)CCCN(C)C)cc2C(=O)N([C@H](C)CO)C[C@@H]1C	3.7	nt
CC(C)NC(=O)N(C)C[C@@H]1OCCCC[C@H](C)Oc2ccc(NS(=O)(=O)c3ccccc3)cc2C(=O)N([C@@H](C)CO)C[C@@H]1C	-1.5	nt
O=C(Nc1sc2c(c1C(=O)NCc1cccnc1)CCCC2)c1ccco1	-0.5	-13
COc1ccc(S(=O)(=O)Nc2ccc3c(c2)C(=O)N([C@@H](C)CO)C[C@@H](C)[C@H](CN(C)C)OCCCC[C@H](C)O3)cc1	nt	-10
Cc1noc(C)c1S(=O)(=O)N(C)C[C@@H]1Oc2ccc(NC(=O)C3CC3)cc2CC(=O)N([C@@H](C)CO)C[C@H]1C	0.1	nt
C[C@H](CO)N1C[C@H](C)[C@@H](CN(C)C(=O)Nc2ccc3c(c2)OCO3)Oc2cc(C3=CCCCC3)ccc2S1(=O)=O	nt	4
CCC(=O)N(C)C[C@H]1Oc2cc(-c3ccccc3OC)ccc2S(=O)(=O)N([C@H](C)CO)C[C@@H]1C	-0.1	nt
CO[C@@H]1CN(C)C(=O)c2cc(NC(=O)C3CCC3)ccc2OC[C@H](C)NC[C@H]1C	0.3	-2
O=C(CNC(=O)c1ccc([N+](=O)[O-])cc1)Nc1ccccc1C(F)(F)F	-0.1	-3
CCc1c(O)nc(SCC(=O)Nc2ccc(OC)cc2)n(-c2ccccc2C)c1=O	-0.6	-28
CO[C@H]1CC[C@@H]2CCOc3c(C#N)cccc3C(=O)N(C)C[C@H](C)C(=O)N(C)C[C@@H]1O2	0.1	-7
O=C(Nc1ccc(Cl)c(Cl)c1)N[C@H]1CC[C@@H](CCn2cc(C3CCCCC3)nn2)O[C@H]1CO	-0.2	4
O=C(N[C@H]1CC[C@@H](CCNC(=O)c2cnccn2)O[C@@H]1CO)c1ccc2c(c1)OCO2	0.2	-2
C[C@@H]1CN([C@H](C)CO)C(=O)c2cccc(NS(=O)(=O)c3ccccc3)c2O[C@@H]1CN(C)C(=O)Nc1ccc2c(c1)OCO2	-7.5	nt
CO[C@@H]1CN(C)C(=O)c2ccc(NS(C)(=O)=O)cc2OC[C@H](C)N(C(=O)C2CCCC2)C[C@@H]1C	0.2	-3
COc1ccc(S(=O)(=O)N(C)C[C@@H]2Oc3ccc(NS(=O)(=O)c4cn(C)cn4)cc3C(=O)N([C@@H](C)CO)C[C@H]2C)cc1	-1.8	nt
C[C@@H]1CCCCO[C@@H](CN(C)C(=O)Nc2ccc3c(c2)OCO3)[C@H](C)CN([C@H](C)CO)C(=O)c2cc(NC(=O)Nc3ccc(C(F)(F)F)cc3)ccc2O1	-0.2	nt
C[C@@H]1CN([C@H](C)CO)C(=O)c2cc(NC(=O)Cc3cn(C)c4ccccc34)ccc2O[C@H]1CN(C)Cc1ccc(Oc2ccccc2)cc1	0.0	nt
CC1(C)CC(=O)C2=C(C1)N(CCCN1CCOCC1)C(=O)C2(NC(=O)c1ccccc1)C(F)(F)F (stereo not drawn)	-0.3	-2
COc1ccc([Si](C)(C)[C@@H]2[C@@H](CC(=O)N3CCC[C@H]3CO)O[C@]3(C(=O)N(Cc4ccc(I)cc4)c4ccccc43)[C@H]2C)cc1	nt	-8
The list continues:
SMILES	IDH1 R132H inh	EZH2 inh
CC(=O)N(C)C[C@@H]1Oc2ncc(C#CC(C)(C)O)cc2C(=O)N([C@@H](C)CO)C[C@H]1C	-0.6	5
C[C@H](CO)N1C[C@H](C)[C@@H](CN(C)S(C)(=O)=O)Oc2ncc(-c3ccc(F)cc3)cc2C1=O	-1.1	nt
Cc1cc(NC(=O)C(=O)NCCCn2ccnc2)ccc1Br	4.0	-10
COc1cccc(S(=O)(=O)N[C@@H]2CC[C@H](CCN)O[C@H]2CO)c1	-0.7	-8
CCCCNc1c(C(=O)OCC)c(C)nc2c1cnn2CC	1.7	nt
Cc1noc(C)c1NC(=O)N(C)C[C@H]1Oc2ccc(NC(=O)Cc3cn(C)c4ccccc34)cc2CC(=O)N([C@H](C)CO)C[C@H]1C	-18	nt
Cc1noc(C)c1NC(=O)N(C)C[C@@H]1Oc2ncc(/C=C/c3ccccc3)cc2C(=O)N([C@@H](C)CO)C[C@H]1C	0.5	1

Screens deposited in PubChem BioAssay by Broad Institute.
